# High-throughput results as filed in PubChem BioAssay.
# NR3A LBD binder – NR3A (human) ligand-binding domain modulation; NR3A LBD differential scanning fluorimetry, Tm shift; 0% = protein alone, 100% = glycine-bound protein; Tm shift relative to glycine control, % at 25 µM; 340,000 tested, 2.5% active; AID 1259313;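 active = melting temperature shift of at least 10% of the positive control shift, at one fixed dose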
# EBI2 antag – blocks human EBI2 receptor beta-arrestin signaling. P32249. EBI2 beta-arrestin recruitment, luminescence, 7a,25-OHC stimulated. inhibition, % at 5 µM. 360,000 tested, 0.81% active. AID 651636; in the data active = inhibition above about 38%;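 also: enzyme fragment complementation signal reports receptor beta-arrestin coupling in cells; 0% = agonist plus DMSO wells and 100% = wells without agonist; some results beyond the cut were filed as inactive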
# Gli-Sufu block – Gli-Sufu pathway antagonism. 340,000 tested, 0.74% active. inhibition, % at 5 µM. Sufu-KO-LIGHT fibroblasts, Gli luciferase reporter luminescence;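 active = inhibition above about 55%, limit read from the data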;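 also: 0% = DMSO-treated cells and 100% = wells with medium but no cells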
# MPTP inh – blocks calcium-induced mitochondrial swelling; 360,000 tested, 1.4% active; isolated mouse mitochondria, Ca2+ swelling absorbance, 30 min; inhibition, % at 10 µM;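 active = inhibition of 50% or more, scaled per plate between neutral and stimulator controls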;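 also: 0% = DMSO wells given calcium and 100% = 1 mM EGTA wells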
# APOBEC3G inh – APOBEC3G (human) deaminase inhibition. Q9HC16. recombinant A3G, ssDNA deamination FAM/TAMRA fluorescence. inhibition, % at 20 µM. 330,000 tested, 0.28% active;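 active = inhibition of at least 40% at 20 µM, with no more than 30% in the related APOBEC3A deaminase screen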;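 also: plate controls were DMSO wells with A3G for no effect and wells lacking A3G enzyme for full effect; some compounds called inactive have numbers as strong as hits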
# Target sequence (Q9HC16 whole entry, looked up): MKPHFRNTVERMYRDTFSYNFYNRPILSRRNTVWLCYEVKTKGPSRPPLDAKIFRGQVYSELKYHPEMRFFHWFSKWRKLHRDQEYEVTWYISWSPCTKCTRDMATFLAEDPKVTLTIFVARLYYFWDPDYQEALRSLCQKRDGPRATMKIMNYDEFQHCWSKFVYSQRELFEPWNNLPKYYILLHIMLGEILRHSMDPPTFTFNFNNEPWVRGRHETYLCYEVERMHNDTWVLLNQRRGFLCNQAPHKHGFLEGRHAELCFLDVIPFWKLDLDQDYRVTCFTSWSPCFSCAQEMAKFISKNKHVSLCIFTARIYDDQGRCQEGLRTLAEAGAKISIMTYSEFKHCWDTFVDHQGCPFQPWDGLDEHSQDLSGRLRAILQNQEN
# A3A deaminase – blocks human APOBEC3A ssDNA deamination. 330,000 tested, 0.41% active. recombinant A3A, FAM/TAMRA ssDNA deamination fluorescence. P31941. AID 493011. inhibition, % at 20 µM;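 active = at least 40% inhibition at 20 µM here, with at most 30% in a related deaminase screen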;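 also: plate controls were A3A with DMSO for no effect and wells lacking A3A enzyme for full effect; some results filed as inactive read as strong as hits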
# Target sequence (P31941 whole entry, looked up): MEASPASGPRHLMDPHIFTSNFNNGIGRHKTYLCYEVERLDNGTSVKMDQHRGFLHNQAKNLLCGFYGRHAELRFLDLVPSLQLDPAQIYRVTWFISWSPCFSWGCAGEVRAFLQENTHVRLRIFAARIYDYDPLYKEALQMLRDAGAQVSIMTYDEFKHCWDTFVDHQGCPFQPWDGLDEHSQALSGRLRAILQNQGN
# CXCR6 inh – inhibitors of human CXCR6 receptor | 360,000 tested, 0.36% active | inhibition, % at 20 µM | CHO-K1 PathHunter CXCR6 beta-arrestin, luminescence | AID 602244 | O00574; in the data active = inhibition above about 34%, passing the limit was not always enough;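 also: antagonist mode with CXCL16 agonist at 10 nM final; 0% = 10 nM CXCL16 with DMSO and 100% = unstimulated wells without agonist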
# CCR6 antag – CCR6 (human) receptor antagonism | 340,000 tested, 0.49% active | AID 493098 | inhibition, % at 20 µM | CHO-K1 CCR6 PathHunter beta-arrestin, luminescence, CCL20-stimulated;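 active = compounds whose inhibition of the agonist-driven luminescence signal at 20 µM reaches about 50%, limit read from the data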;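 also: cells stimulated with CCL20 at 14 nM final; plate controls were DMSO with CCL20 for no effect and DMSO without agonist for full effect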
# Target sequence (P51684 whole entry, looked up): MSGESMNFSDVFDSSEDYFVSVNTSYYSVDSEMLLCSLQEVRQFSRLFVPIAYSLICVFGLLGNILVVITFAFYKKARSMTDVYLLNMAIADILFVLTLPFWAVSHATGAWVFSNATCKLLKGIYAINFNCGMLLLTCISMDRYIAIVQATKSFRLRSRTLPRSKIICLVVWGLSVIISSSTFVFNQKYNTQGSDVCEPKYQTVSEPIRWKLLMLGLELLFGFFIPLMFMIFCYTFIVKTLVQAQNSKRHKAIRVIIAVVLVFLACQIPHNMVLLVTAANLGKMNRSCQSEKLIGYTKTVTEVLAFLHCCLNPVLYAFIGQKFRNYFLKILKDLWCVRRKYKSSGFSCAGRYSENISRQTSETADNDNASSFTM
# Active calls of the source: *; . = no result given.
molecule,NR3A LBD binder,EBI2 antag,Gli-Sufu block,MPTP inh,APOBEC3G inh,A3A deaminase,CXCR6 inh,CCR6 antag
CN(C)CCn1c2c(c(SCC(=O)N3CCc4ccccc43)nc1=O)CCCC2,-2,-1,8,4.1,-2,0,3,5
CCN1CC(CN(C)Cc2nc(-c3ccc(OC)c4ccccc34)oc2C)CC1=O (centres undefined),0,1,9,1.8,-12,-9,-12,1
O=C(NCc1n[nH]c(=S)n1-c1cccc(C(F)(F)F)c1)c1ccc(S(=O)(=O)N2CCCC2)cc1,-1,-3,-8,5.2,-6,-5,8,-8
O=C1C2C(c3ccccc3)C=CC(c3ccccc3)C2C(=O)N1c1ccccn1 (centres undefined),-1,2,3,-0.8,-1,0,5,11
CCc1cc(OCCOCCN(C)C)ccc1Cl,-1,-2,-9,-1.4,2,1,-10,1
Cn1nc(C(=O)Nc2sccc2C(N)=O)ccc1=O,-1,-9,2,-1.1,-1,6,2,1
O=C(Cc1ccc(Cl)cc1)NCCS(=O)(=O)N1CCN(c2ccccc2)CC1,-1,-3,-12,-0.1,0,1,-7,8
COc1ccc(/C=N\NC(=O)c2sccc2C)cc1Cn1nc(C)cc1C,-2,8,42,1.2,-3,-5,-3,3
Cc1ccc(C2=C(c3ccc([N+](=O)[O-])cc3)C(=O)OC2)cc1C,-6,11,6,-0.1,-7,6,0,16
O=C(Nc1ccccc1F)c1ccc(CNS(=O)(=O)c2cccc(C(F)(F)F)c2)cc1,0,9,3,0.3,-4,-2,6,-5
CC(=O)N1CCN(C(=O)C2(NC(=O)Nc3ccccc3Cl)CCCCC2)CC1,-1,4,21,-0.1,-8,0,6,4
O=C(/C=C/c1ccc(S(=O)(=O)N2CCOCC2)cc1)NCCc1ccc(C(F)(F)F)cc1,-1,1,16,-2.3,-4,0,-1,17
CCC(C)(C)NC(=O)c1cc(C(=O)OC)cc([N+](=O)[O-])c1,1,-1,5,0.6,-8,0,-1,-6
Cc1c(C(=O)OC2CCCCC2)[nH]c2c1C(=O)CC(C)(C)C2,2,0,-23,-3.0,-6,-2,1,9
O=C(NNc1ccccc1)c1ccccc1,-1,2,3,-1.4,.,.,9,17
CCN(CC(=O)Nc1ccc2c(c1)OCCO2)C(=O)c1cccc(OCC(C)C)c1,2,-17,3,0.4,-7,-1,-3,7
Cc1cc(N)ccc1-n1nc2ccccc2n1,-2,8,-16,-0.2,-10,-3,2,-12
CCc1cccc(NS(=O)(=O)c2ccc3c(c2)oc(=O)n3C)c1,3,3,-16,6.4,-2,1,-2,5
CCCOc1ccc(C(=O)Nc2ccc3c(c2)OCCO3)cc1,-15,30,-50,0.6,-3,0,-1,7
O=C(CN1CCCC1c1cccs1)Nc1cc(S(=O)(=O)N2CCCC2)ccc1Cl (centres undefined),1,9,-16,-2.3,-1,0,13,36
COc1ccc(CCNC(=O)CSc2nc3[nH]c(=O)cc(O)c3s2)cc1,-3,1,-12,-1.5,-3,-3,3,8
COc1ccccc1N1CCN(Cc2ccco2)CC1,2,-15,5,-0.1,-3,-1,-3,8
CC(C)n1c(N2CCN(C(=O)N3CCCCC3)CC2)nc2ccccc21,1,-4,7,2.0,-8,-5,0,10
CCn1cc(/C=N\NC(=O)COc2cccc(C)c2C)c(C)n1,-3,-7,5,6.9,-5,-3,6,1
O=C(NN=C1CCCCC1)c1ccccc1OCc1ccc(F)cc1,-2,14,-5,1.9,-8,-3,7,17
CCC(=O)Nn1c(C)nnc1C,-1,-8,7,1.1,-5,-1,-2,3
OC1c2cc(Cl)ccc2-c2c(Cl)cc(Cl)cc21 (centres undefined),1,-5,-12,16,.,.,-10,31
OCCNCCSc1ccc(Cl)cc1,0,-1,-11,-1.8,-5,-4,3,4
COC(=O)[C@H](Cc1ccccc1)[C@@H](C)OS(N)(=O)=O,-1,-8,-3,-1.3,-8,-1,-2,-1
O=C(O)c1cccc(N2C(=O)c3cc([N+](=O)[O-])cc4cc([N+](=O)[O-])cc(c34)C2=O)c1,3,8,.,2.4,40,50,19,36
N#Cc1c(SCC(=O)N2CCCCC2)nsc1SCC(=O)N1CCCCC1,1,-3,16,-0.4,-3,-2,2,6
O=C(O)c1ccccc1NCCO,0,-2,-3,-0.4,-5,2,-4,15
Cc1ccccc1-c1nn2c(-c3ccccc3)nnc2s1,2,-8,0,1.1,-6,-21,10,-10
CC(C)(C)c1ccc(SCC(N)=O)cc1,-1,10,-4,0.1,-2,5,-9,-14
CC(OC(=O)C1CCCCC1)C(=O)Nc1cccc(Cl)c1 (centres undefined),-5,-7,-5,-1.0,-4,-2,3,20
CC(O)CSc1nc2c(c(=O)[nH]c(=O)n2C)n1CC(O)COc1ccccc1 (centres undefined),-1,-6,3,-1.3,-7,-3,-5,-10
CCOC(=O)c1c(NC(=O)C2CC(Cl)=CCC2C(=O)O)sc2c1CC(C)(C)OC2 (centres undefined),-2,-2,-1,-0.8,-5,1,4,2
CC(NC(=O)c1ccccc1F)c1nnc(SCC(=O)Nc2nccs2)n1C (centres undefined),-2,-10,13,-0.3,-3,0,-5,11
COc1ccc(NC2CS(=O)(=O)CC2NCc2ccco2)cc1 (centres undefined),0,-11,3,0.2,-2,-2,1,8
COc1ccc(-c2ccc3oc(-c4ccsc4)cc(=O)c3c2)cc1F,-17,-1,-7,4.1,21,-1,-4,6
CCCn1c(-c2nonc2N)nc2ccccc21,0,2,15,-0.1,-3,-1,-7,2
CCOC(=O)c1c(NC(=O)c2cc3n(n2)C(C(F)(F)F)CC(c2cccs2)N3)sc(C)c1C (centres undefined),-11,-25,-1,1.3,2,1,-9,1
O=C(Nc1ccc2oc(-c3cccnc3)nc2c1)c1ccco1,-1,-1,12,-0.2,1,1,-3,-6
CCOC(=O)C1=C(C)N=c2s/c(=C\c3ccncc3)c(=O)n2C1c1ccc2c(c1)OCO2 (centres undefined),-3,36,8,-0.2,-4,2,24,7
CN(Cc1ccccc1)c1nc2c(c(=O)[nH]c(=O)n2C)n1CCSc1nc2ccccc2[nH]1,2,-6,7,-2.2,-4,-3,-6,-14
Cc1cc2c(c(=O)n1CCN(C)C)C(c1ccccc1Br)C(C#N)=C(N)O2 (centres undefined),-2,-4,5,-2.2,-8,-3,2,-5
COCCCNC(=O)C1Cc2cc(S(=O)(=O)N3CCCC3)ccc2N1C(C)=O (centres undefined),1,-15,-15,-0.8,-3,-2,-2,5
Nc1ccc2ncccc2c1,2,-5,-1,1.3,-3,2,0,-15
CC1CCN(C(=O)COC(=O)c2cccs2)CC1,0,-5,-7,0.3,0,2,4,-6
COc1ccc(C(=O)Nc2ccc(SC(F)F)cc2)cc1,-4,5,-77,1.7,2,1,0,19
CCC(CC)C(=O)N1CC(=O)Nc2ccc(F)cc2C1c1ccc(F)cc1 (centres undefined),1,5,4,-1.9,-5,-2,3,-4
Cc1cccc(N2CCN(C(=O)c3ccnn3C)CC2)c1C,-5,-6,7,-0.6,-4,-4,-5,-6
Cc1nnc(N/N=C\c2ccc(-c3cccc(C(=O)O)c3)o2)n1N,-1,-11,-8,-1.0,1,8,-15,-37
N#Cc1c(N)sc(=S)c2c1CCCC2,-4,-6,-6,-4.0,47*,24,-5,0
CCN(CCn1cccn1)C(=O)CC1C(=O)NCCN1Cc1cccc(OC)c1OC (centres undefined),2,5,-7,0.7,-5,-4,-16,17
O=C(Nc1ccc(F)c(Cl)c1)Nc1cnccn1,-2,10,-2,45,-9,-3,-2,3

# (listing goes on)
molecule,NR3A LBD binder,EBI2 antag,Gli-Sufu block,MPTP inh,APOBEC3G inh,A3A deaminase,CXCR6 inh,CCR6 antag
CCN1C(=O)[C@H]2[C@@H](c3ccc(-c4ccc(Cl)c(Cl)c4)cc3)N[C@@](Cc3ccccc3)(C(=O)OC)[C@H]2C1=O,-2,37,5,0.7,-5,-2,0,14
COc1ccc(NC(=O)[C@H](Cc2c[nH]c3ccccc23)NC(=O)[C@@H]2Cc3ccccc3CN2)cc1,-2,-11,-2,0.6,-9,-3,-4,13
CCN(C(=O)COC(=O)c1c(C)nn(-c2ccccc2)c1Cl)c1c(N)n(Cc2ccccc2)c(=O)[nH]c1=O,-1,-6,-1,-3.4,-11,-2,13,5
Cc1ccc(S(=O)(=O)N2CCCCC2)cc1C(=O)NCc1ccc(S(N)(=O)=O)cc1,3,4,7,-0.1,0,1,-6,8
C=CCNCCCOc1ccc(C)cc1Br,1,-8,7,81*,3,4,-1,-4
C/C(=N\Nc1cc(C)nc(NCc2ccccc2)n1)c1ccc([N+](=O)[O-])cc1,5,17,-3,-3.3,-4,-3,5,7
N=c1c2c3c(sc2ncn1CCN1CCOCC1)CCCC3,-2,4,-4,0.1,-4,-1,0,-2
COC(=O)c1oc2ccc(Cl)cc2c1-n1cccc1,0,-7,7,1.4,-9,-5,-11,-3

# Part of the list above in order of formula weight, rising:
molecule,NR3A LBD binder,EBI2 antag,Gli-Sufu block,MPTP inh,APOBEC3G inh,A3A deaminase,CXCR6 inh,CCR6 antag
COC(=O)c1oc2ccc(Cl)cc2c1-n1cccc1,0,-7,7,1.4,-9,-5,-11,-3
N=c1c2c3c(sc2ncn1CCN1CCOCC1)CCCC3,-2,4,-4,0.1,-4,-1,0,-2
CCN1C(=O)[C@H]2[C@@H](c3ccc(-c4ccc(Cl)c(Cl)c4)cc3)N[C@@](Cc3ccccc3)(C(=O)OC)[C@H]2C1=O,-2,37,5,0.7,-5,-2,0,14

# Following part:
molecule,NR3A LBD binder,EBI2 antag,Gli-Sufu block,MPTP inh,APOBEC3G inh,A3A deaminase,CXCR6 inh,CCR6 antag
S=c1[nH]nc(COc2ccccc2)n1Cc1ccccc1,-7,3,-6,0.1,9,1,-6,1
c1ccc(-c2ccccc2OCCCCn2ccnc2)cc1,1,4,22,1.5,-1,2,1,17
COc1cc(NC(=O)c2ccccc2NS(=O)(=O)c2ccc(Cl)s2)cc(OC)c1,21*,-7,29,67*,-9,-4,-7,-6
O=C(CCc1c[nH]c2ccccc12)N1CCN(S(=O)(=O)c2ccc(F)cc2)CC1,-4,14,-1,-1.8,-9,-6,4,-11
CCC1(C)CC(C(CC(=O)O)c2ccc(C)cc2)CCO1 (centres undefined),11*,-10,1,0.0,-5,-4,4,5
O=C(O)CCN1C(=O)c2ccc(NC(=O)CSc3ccc(Cl)cc3)cc2C1=O,-3,4,11,1.5,1,1,2,14
O=C(NC1CCCCC1)C1CCN(C(=O)c2ccccc2Cl)CC1,1,-7,29,0.3,-5,-1,4,8
Cc1cc(C(=O)NC2CCCCC2)c2cc(F)ccc2n1,-1,5,-2,-0.4,-7,0,3,-1
CCS(=O)(=O)N1CCC(C(=O)NCc2ccccn2)CC1,0,3,-3,0.0,-8,-5,-2,0
O=C(CN1CCCCCC1)Nc1ccc(S(=O)(=O)N2CCOCC2)cc1,1,4,0,1.1,-4,-4,0,8
COc1ccc(OC)c(NC(=O)c2ccc(-c3cccs3)cc2)c1,-30,14,18,4.5,-7,-1,-2,14
O=C(O)c1ccccc1C=NNc1ccc([N+](=O)[O-])cn1,0,-6,3,-1.3,.,.,7,18
Cc1ccccc1NC(=O)C1CCN(S(=O)(=O)c2ccc3c(c2)NC(=O)C(C)S3)CC1 (centres undefined),-3,4,-7,-0.2,-6,-4,-8,17
CCOC(=O)c1c(NC(=O)c2ccccc2C(=O)O)sc2c1CCC2,2,-5,5,1.4,-3,-2,-6,4
Clc1cccc(CN2CCN(c3ncccn3)CC2)c1Cl,1,12,6,0.5,-6,-1,-4,3
CCOC(=O)C(Cc1ccccc1)C(=O)Nc1ccc(N(CC)CC)cc1 (centres undefined),-1,5,-15,1.3,-3,2,-6,0
CCC(c1nnnn1C1CCCC1)N1CCN(Cc2ccccc2)CC1 (centres undefined),0,-1,4,0.7,-8,-8,10,14
COc1ccc(CCNC(=O)COC(=O)c2cccs2)cc1OC,12*,4,2,1.2,-4,1,-2,8
O=C(CSc1nc(-c2ccccc2)ns1)N1CCOCC1,0,1,-70,-1.3,7,3,2,-4
CCOC(=O)c1c(C)c(C(=O)NCc2ccccn2)c(C)n1CC,2,1,-6,-1.0,-3,3,-13,-3
